H37Rv inhibition = M. tuberculosis growth inhibition, HTS (AID 449762). M. tuberculosis H37Rv growth inhibition, 7H9 media; higher % means a stronger effect. hit rate 0.59% among 330,000. inhibition, % at 25 µM, or IC50 in µM where a hit was titrated; in the data active = a potency from the dose series; inconclusive = inhibition above about 70% without an active follow-up result;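 also: bacterial growth assessed after seven days of incubation; strong numbers were not always called active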
VEEV TC-83 Vero = inhibitors of VEEV TC-83 cytopathic effect, confirmation, Vero cells (AID 588727). Vero cells, VEEV TC-83 cytopathic effect inhibition; higher % means a stronger effect. inhibition, % at 20 µM, or IC50 in µM where a hit was titrated. hit rate 0.13% among 350,000; in the data active = a potency from the dose series; inconclusive = inhibition mostly from about 14% at the one dose, without a potency; inactive = the rest, 99 in 100 with inhibition below about 12%; also: strong numbers were not always called active
tuberculosis growth = growth inhibition of non-replicating M. tuberculosis (AID 488890); inhibition, % at 25 µM, or IC50 in µM where a hit was titrated; Mycobacterium tuberculosis non-replicating, growth inhibition; higher % means a stronger effect; hit rate 0.39% among 320,000; in the data active = a potency from the dose series; inconclusive = inhibition mostly from about 82% at the one dose, without a potency; inactive = the rest, 99 in 100 with inhibition below about 76%;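 also: plate controls were DMSO cells for no effect and high antibiotic wells for full effect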
H1N1 NS1A inhibition = NS1A inhibition, H1N1 influenza, cell based functional assay (AID 504329); NS1A functional cell-based assay, percent inhibition; higher % means a stronger effect; inhibition, % at 12.5 µM; hits with a dose series show IC50 in µM; hit rate 0.3% among 340,000; in the data active = a potency from the dose series; inconclusive = inhibition above about 27% without an active follow-up result; also: strong numbers were not always called active
PhoP GFP inhibition = PhoP regulon inhibitors, Salmonella typhi PhoP promoter GFP reporter, confirmatory (AID 1850); hit rate 0.33% among 310,000; inhibition, % at 50 µM, or IC50 in µM where a hit was titrated; Salmonella Typhi PhoP-promoter GFP reporter, fluorescence, 4 h; higher % means a stronger effect; in the data active = a potency from the dose series; inconclusive = inhibition mostly from about 25% at the one dose, without a potency; inactive = the rest, 99 in 100 with inhibition below about 19%;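 also: 0% = induced wells with vehicle and 100% = uninduced wells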
VEEV TC-83 Vero 10K pilot screen = second read-out of VEEV TC-83 Vero, no call of its own (marks repeat the call); inhibition, %; measured here: 10K pilot screen inhibition
Numbers without * were called inactive; i = inactive; ? = inconclusive; . = no result given.

SMILES	H37Rv inhibition	VEEV TC-83 Vero	tuberculosis growth	H1N1 NS1A inhibition	PhoP GFP inhibition	others
Cc1cc(O)cc(O)c1-c1onc(C(F)(F)F)c1-c1cscn1	3%	7.8%	10%	-18%	4%
COC/C=C/C1=CC2=CC(=O)C(C)(OC(=O)c3cnc4ccccc4n3)C(=O)C2=CN1c1ccccc1 (centres undefined)	-3%	.	3%	.	4%
CCN1C(=O)C(CC(=O)Nc2ccc(Br)cc2)N(CCCc2ccccc2)C1=S (centres undefined)	?	2.1%	42%	3%	-12%
O=C(NC(=S)Nc1ccc(N2CCN(C(=O)c3ccccc3)CC2)cc1)c1cccs1	?	?	?	1%	6%
CCOc1ccc(C2C(C(=O)c3ccc(C)o3)=C(O)C(=O)N2Cc2cccnc2)cc1 (centres undefined)	3%	1.2%	30%	1%	-7%
O=C(Nc1ccc(NC(=O)c2ccccc2)nc1)c1ccncc1	2%	0.4%	-6%	-1%	-10%
COc1cc(SC)ccc1C(=O)NCCc1c[nH]c2ccccc12	3%	7.1%	10%	2%	-5%
CCCCCCSc1ccc(-c2nc3cnccn3c2NCCCC)cc1	?	i	?	-31%	.
COc1ccc(C2c3c(oc4ccc(Cl)cc4c3=O)C(=O)N2CCN2CCOCC2)cc1 (centres undefined)	1%	0.6%	9%	17%	7%
NC(=O)C1CCN(C(=O)C2c3ccccc3C(=O)N3CCc4ccccc4C23)CC1 (centres undefined)	-2%	i	-5%	6%	-8%
CC(C)(C)c1nnc(NC(=O)c2ccc(Cl)nc2)s1	11%	0.0%	45%	-4%	-5%
O=C(CC1SC(N2CCOCC2)=NC1=O)Nc1cccc(C(F)(F)F)c1 (centres undefined)	3%	0.1%	.	-6%	.
CCN1C(=O)c2cccc3c(S(=O)(=O)Nc4ccccc4OC)ccc1c23	3%	4.2%	10%	-1%	-13%
COc1ccc(Nc2cccc3ccccc23)cc1	?	2.0%	?	-1%	-2%
COc1cc(Cn2c(=O)oc3ccc(C)cc32)ccc1OC(C)C	-6%	0.6%	23%	10%	16%
COc1cccc(C(=O)NCC(=O)N/N=C/c2cn[nH]c2-c2ccccc2)c1	8%	0.7%	32%	-6%	-11%
CCC1CN(C(=O)N2CCC(C(=O)NCc3ccc(OC)cc3OC)CC2)c2ccccc2O1 (centres undefined)	2%	7.9%	16%	2%	-6%
CN(C)c1cc(Cl)c2nonc2c1N	-2%	0.4%	17%	14%	-8%
O=C(OCc1ccccc1F)c1ccc2c(c1)-c1ccccc1C2=O	4%	i	60%	-33%	-6%
O=C(Cn1nc(-c2ccc(Cl)cc2)ccc1=O)NCCCN1CCN(Cc2ccccc2)CC1	-1%	i	38%	-6%	0%
CCOC(=O)C1=C(c2ccccc2)NC(SC)=C(C#N)C1c1ccco1 (centres undefined)	.	9.3%	.	10%	-4%
CC(C)N1CC(O)=C(c2ccccc2)C1=N	6%	0.0%	2%	-2%	-9%
O=C(CNS(=O)(=O)c1cccs1)N1CCCCC1	3%	4.7%	-6%	10%	-2%
O=C(CSc1ncccn1)NN=C1CCCCCC1	-7%	7.2%	-12%	-8%	2%
OCCOCCOc1cccc2[nH]ccc12	4%	i	-1%	-5%	-10%
CCOc1ccc(CN=C(N)N=C(N)N)cc1Cl	-3%	0.5%	12%	3%	20%
Cn1c(=S)[nH]c(=O)c2ncc(=O)[nH]c21	-8%	0.1%	-14%	4%	-3%
CNC(=O)C12CC3CC(CC(Cl)(C3)C1)C2	-7%	0.9%	-9%	-9%	-2%
COc1cccc(/C=N/NC(=O)C(=O)NCc2ccco2)c1O	-7%	2.9%	-1%	17%	8%
COc1ccc(Cc2nc3ccc(C(=O)N(C)Cc4cc(C)[nH]n4)cc3o2)cc1OC	-4%	1.5%	5%	2%	1%
Cc1ccc(C)c(NC(=O)CNS(=O)(=O)c2ccccc2)c1	-12%	1.0%	-3%	1%	-10%
CN(CC(=O)Nc1cccc(F)c1)C(=O)c1cc([N+](=O)[O-])ccc1N1CCCCC1	6%	0.3%	10%	0%	8%
CC(Cc1nnc(N)s1)c1ccccc1 (centres undefined)	-7%	0.1%	-11%	-3%	5%
Cc1ccc(NC(=O)CC2S/C(=N/c3nccs3)N(C)C2=O)cc1C (centres undefined)	-3%	0.1%	-1%	3%	4%
O=C(O)c1nc(N2CCOCC2)nc(N2CCOCC2)n1	-10%	0.3%	-19%	-8%	-4%
Cc1ccccc1-c1c(C)oc2cc(O)ccc2c1=O	4%	0.8%	14%	11%	-4%
C=CCn1c(O)c(C(C)=O)c(=O)[nH]c1=O (tested in a mixture with another compound)	-13%	1.6%	-16%	0%	4%
Cc1ccc(NS(=O)(=O)c2c(C)nc3sccn3c2=O)cc1C	-5%	1.5%	-1%	3%	.
COc1ccc(-c2ccc3c(c2)S(=O)(=O)c2cccc(C(=O)NCc4cc(C)oc4C(F)(F)F)c2C3=O)cc1OC	6%	0.3%	-1%	-8%	.
Cc1ccc(C(C)C)c(OCC(=O)Nc2ccccc2N2CCN(C)CC2)c1	14%	11%	56%	0%	-2%
COc1ccc(C2(c3ccc(OC)cc3)NC(=O)N(CC(=O)N3CCOCC3)C2=O)cc1	-8%	0.1%	-16%	-17%	.
O=C(NCCCNCc1ccccc1)c1ccc(/C=N/O)nc1	-2%	i	-13%	5%	-4%
Cc1ccc(C(C(=O)NC(C)(C)C)N(Cc2cccnc2)C(=O)C(=O)NC2CCCCC2)o1 (centres undefined)	3%	i	-3%	2%	-15%
N#CCn1c(Cc2ccccc2)nc2ccccc2c1=O	-1%	0.7%	16%	-4%	3%
Cc1nn(CC(=O)NCc2ccccc2)c(C)c1[N+](=O)[O-]	-11%	5.0%	15%	-2%	2%
COc1ccccc1NC(=O)NC(=O)c1ccccc1	14%	0.3%	10%	4%	-6%
O=C(C(=O)N1CCc2ccccc2C1)c1cn(CC(=O)N2CCOCC2)c2ccccc12	0%	1.1%	5%	-7%	6%	VEEV TC-83 Vero 10K pilot screen=0.4
COc1ccc(NC(=O)CCCn2c(=O)c3sccc3n(Cc3cccc(C)c3)c2=O)cc1	13%	0.1%	-13%	12%	6%	VEEV TC-83 Vero 10K pilot screen=2.1
CCN(CC)C(=O)c1sc(NC(=O)Cc2ccccc2)c(C#N)c1C	-10%	1.2%	-3%	0%	0%
CCOc1ccc(-n2ccc(=O)c(C(=O)O)n2)cc1	-1%	0.9%	-16%	10%	-7%
CCN(CC)CCC(=O)N1c2ccccc2CCc2ccc(NC(=O)OC)cc21	4%	i	16%	21%	9%
COc1cccc(-c2ccc(C#N)c(SCC(=O)NCc3ccco3)n2)c1	6%	i	4%	6%	-6%
O=C(COc1ccc2ccccc2c1)N1CCN(Cc2ccncc2)CC1	-1%	6.1%	5%	-11%	16%
COc1cccc(-n2c(/C=C/c3ccc(O)c(O)c3)nc3ccccc3c2=O)c1	23%	7.2%	-7%	-10%	2%
CC1(C)Cc2cccc(OCC(=O)Nc3nccs3)c2O1	8%	7.3%	8%	4%	4%
CCCCCCCC(=O)O	-2%	0.6%	-25%	-3%	.
CN(CC(=O)Nc1ccc(Cl)cc1)C(=O)CNC(=O)c1ccc2c(c1)OCO2	1%	2.0%	-2%	-12%	6%
C/C(=N\NC(=O)COc1ccc(C(C)(C)C)cc1)c1cc2ccccc2o1	5%	1.9%	-11%	1%	0%
O=C1/C(=C\c2ccco2)CCC/C1=C\c1ccco1	1%	0.8%	59%	19%	-4%	VEEV TC-83 Vero 10K pilot screen=1.8
O=C(c1cccs1)N1CCN(Cc2nc3ccccc3c(=O)[nH]2)CC1	1%	0.1%	-13%	-3%	9%
(list continues)
SMILES	H37Rv inhibition	VEEV TC-83 Vero	tuberculosis growth	H1N1 NS1A inhibition	PhoP GFP inhibition	others
Cc1cccc(CC(C)NC(=O)c2oc3c(F)cccc3c2C)n1 (centres undefined)	3%	i	7%	0%	-8%
Cn1cccc1C(=O)NNC(=O)COc1ccccc1F	-10%	1.4%	-10%	-11%	3%
COC(=O)c1ccc(C2C(C(=O)c3cc4ccccc4o3)=C(O)C(=O)N2CCN2CCOCC2)cc1 (centres undefined)	0%	0.8%	22%	3%	-6%
COc1cccc(-c2ccc(NC(=O)C3CCCN(Cc4cc(C)[nH]n4)C3)cc2)c1 (centres undefined)	5%	5.4%	17%	0%	10%
CCC(=O)NCc1ccc(-c2nc3ncccc3o2)cc1	-10%	0.7%	-1%	0%	-2%
CC(C)=CCN1CCN(Cc2ccc(C#CC(C)(C)O)s2)CC1CCO (centres undefined)	3%	0.6%	32%	8%	2%
CCN(C(=O)COC(=O)Cc1c[nH]c2ccccc12)C1CCS(=O)(=O)C1 (centres undefined)	-10%	i	0%	2%	-9%
Cn1c(-c2ccsc2)c(-c2cccs2)c2cc(-c3cccc4[nH]ccc34)ccc21	6%	6.9%	12%	-16%	.
COc1ccccc1N1CCN(CC(=O)N(CC(C)C)c2c(N)n(CC(C)C)c(=O)[nH]c2=O)CC1	2%	0.2%	-1%	-2%	-1%
COc1ccc(N2C(=O)c3cc4ccccc4cc3C2=O)cc1	-3%	1.5%	-7%	-18%	-14%
O=C(Nc1ccnn1C1CCN(C(=O)c2ccc(F)cc2)CC1)C1CCOC1 (centres undefined)	2%	2.5%	-3%	-7%	1%
Cc1ccc(NC(=O)COC(=O)c2ccc(C)c(S(=O)(=O)N3CCOCC3)c2)cc1	.	1.6%	.	-14%	.

Sorted by number of heavy atoms (ascending): part of the list above
SMILES	H37Rv inhibition	VEEV TC-83 Vero	tuberculosis growth	H1N1 NS1A inhibition	PhoP GFP inhibition	others
CCOc1ccc(-n2ccc(=O)c(C(=O)O)n2)cc1	-1%	0.9%	-16%	10%	-7%
O=C(c1cccs1)N1CCN(Cc2nc3ccccc3c(=O)[nH]2)CC1	1%	0.1%	-13%	-3%	9%
C/C(=N\NC(=O)COc1ccc(C(C)(C)C)cc1)c1cc2ccccc2o1	5%	1.9%	-11%	1%	0%
CN(CC(=O)Nc1ccc(Cl)cc1)C(=O)CNC(=O)c1ccc2c(c1)OCO2	1%	2.0%	-2%	-12%	6%
COc1ccccc1N1CCN(CC(=O)N(CC(C)C)c2c(N)n(CC(C)C)c(=O)[nH]c2=O)CC1	2%	0.2%	-1%	-2%	-1%

(continued)
SMILES	H37Rv inhibition	VEEV TC-83 Vero	tuberculosis growth	H1N1 NS1A inhibition	PhoP GFP inhibition	others
CCC(C)CCN1C(Nc2ccccc2)=NC[C@@H]1Cc1ccccc1 (some centres undefined)	8%	i	62%	-6%	8%	VEEV TC-83 Vero 10K pilot screen=0.0
CCOc1ccccc1-c1noc(CCCC(=O)NC2CCCCC2)n1	0%	1.2%	11%	-3%	4%
CN(C)C(=O)Oc1ccc([N+](=O)[O-])cc1	1%	0.1%	-13%	-40%	-3%
COc1ccc(-c2cc(C(=O)N3CCN(Cc4ccccc4)CC3)no2)cc1OC	1%	1.3%	9%	6%	-6%
O=C(Nc1nncs1)c1ccccc1NS(=O)(=O)c1cccs1	4%	i	9%	0%	-6%
Cc1ccc(C(=O)O)cc1NC(=O)CSc1ncnc2sc3c(c12)CCC3	-8%	4.3%	9%	13%	2%
Cc1noc(NS(=O)(=O)c2ccc(NC(=O)c3oc4ccc(Cl)cc4c3C)cc2)c1C	-18%	i	16%	-2%	-4%
COC(=O)c1ccc(C2CC(=O)NC3=C2C(=O)CCC3)cc1 (centres undefined)	1%	1.0%	6%	-7%	1%
Nc1nc(Nc2ccccc2)nc2c1ncn2[C@@H]1O[C@H](CO)[C@@H](O)[C@H]1O	36%	3.8%	-3%	3%	-8%
O=C(c1ccncc1)N1CCN(S(=O)(=O)c2cccc(Cl)c2)CC1	18%	6.3%	-35%	-2%	-4%
O=C(NNc1nc2c(F)cccc2s1)c1cc(=O)c2ccccc2o1	-4%	8.1%	.	-1%	-5%
Cc1ccc(S(=O)(=O)Nc2ccc3ccccc3c2)cc1	.	i	.	9%	.
CC1CCCCC1NCC(=O)NCc1ccc(F)cc1 (centres undefined)	-2%	i	0%	6%	-3%
O=c1cnnc(Nc2ccc(Cl)c(C(F)(F)F)c2)[nH]1	-4%	0.4%	-6%	-4%	4%
Cc1ccc(S(=O)(=O)N(C#N)c2nc(C)cc(C)n2)cc1	8%	2.2%	-3%	9%	0%

Entries above that have a nitro group on carbon (3):
SMILES	H37Rv inhibition	VEEV TC-83 Vero	tuberculosis growth	H1N1 NS1A inhibition	PhoP GFP inhibition	others
CN(CC(=O)Nc1cccc(F)c1)C(=O)c1cc([N+](=O)[O-])ccc1N1CCCCC1	6%	0.3%	10%	0%	8%
Cc1nn(CC(=O)NCc2ccccc2)c(C)c1[N+](=O)[O-]	-11%	5.0%	15%	-2%	2%
CN(C)C(=O)Oc1ccc([N+](=O)[O-])cc1	1%	0.1%	-13%	-40%	-3%
